# From PubChem
# UDG counter = UDG inhibition counter-screen. Potency, µM (series often up to 115 µM), for the others: at the highest dose activity change, negative = inhibition, hits mostly inhibitors. FRET deamination/UDG coupled assay, UDG read, 4 h. AID 1347430. actives 0.14% (n = 91,000); further: nearly all actives have a fitted effect of over 65% in size
# AID inh = activation induced cytidine deaminase inhibition | AID deamination FRET fluorescence, UDG-coupled, 4 h | Potency, µM (highest dose often 115 µM), without a hit: top-dose activity change, negative = inhibition, most hits filed as inhibitors | actives 0.32% (n = 91,000) | AID 1347428; further: nearly all actives have a fitted effect of over 25% in size
# Target sequence (Q9GZX7 whole entry, looked up): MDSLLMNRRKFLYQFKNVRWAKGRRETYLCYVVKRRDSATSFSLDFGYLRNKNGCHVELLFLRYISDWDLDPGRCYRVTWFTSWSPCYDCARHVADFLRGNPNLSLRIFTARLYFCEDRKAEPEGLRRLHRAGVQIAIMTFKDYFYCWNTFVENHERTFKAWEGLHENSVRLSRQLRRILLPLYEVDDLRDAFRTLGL
# An asterisk follows results filed as active; u = inconclusive; & = joins results of further samples; [ ] = remark or other dose. The call rests on the fitted dose curve; in most records, active means well fitted curve in the direction sought with a large enough effect; inconclusive means small, poorly fitted or top-dose-only effect, or another doubt; inactive means no such curve, though single readings can be large; an effect the other way counts as inactive or inconclusive. On the % scale 0 is the no-effect control and ±100 the full control effect; potency means the concentration at half of the fitted maximal effect. These rows are one share of the data; rates above refer to the full screens.
item | smiles | AID inh | UDG counter
1 | Cc1ccc(NC(=O)c2ccc(CSc3ccc(Cl)cc3)cc2)c(C)c1 | 7% | -2%
2 | COc1ccc2[nH]c(=O)c(CN(C(=O)c3ccccc3Cl)c3ccccc3)cc2c1 | -8% | -6%
3 | CC1CCN(C(=O)CN(C)CC(=O)Nc2c(Cl)cccc2Cl)CC1 | 2% | 9%
4 | COc1cc(C(=O)NCC(c2ccc(Cl)cc2)N2CCOCC2)cc(OC)c1OC (stereo not given) | 3%&-15% | -6%&0%
5 | CCCCc1nc2ccccc2n2c(-c3ccc(C)cc3)c3c(=O)n(C)c(=O)n(C)c3c12 | 14%[57.5 µM] | 0%[57.5 µM]
6 | O=C(Nc1ccc(F)cc1F)c1ccc2c(=O)n3c(nc2c1)CCCCC3 | 0% | 7%
7 | CN(C(=O)CCc1nc(-c2ccccc2F)no1)c1ccc(Cl)cc1 | -5% | -4%
8 | CCOC(=O)c1c(S(=O)(=O)N2CCN(c3cccc(C(F)(F)F)c3)CC2)c(C)n(C)c1C | -4%[57.5 µM] | -11%[57.5 µM]
9 | Cc1ccccc1OCC(=O)OCc1cc(=O)n2nc(-c3cccs3)sc2n1 | 11% | 17%
10 | Cc1oc2ccc(OCc3ccc(Cl)cc3)cc2c1C(=O)O | -6% | -8%
11 | O=C(NCc1ccccc1Cl)c1cc2c(s1)-c1ccc(Cl)cc1SC2 | -16% | -14%[57.5 µM]
12 | Cc1cccc(C(=O)NCc2nnc(SCC(=O)NCc3ccccc3)n2-c2ccccc2)c1 | -4% | 0%
13 | CC(=O)Nc1ccc(NC(=O)COC(=O)c2ccc3ccccc3n2)cc1 | 4% | 5%
14 | Cc1ccccc1CCNC(=O)C1CC2CCCC(C1)C2=O (stereo not given) | -5% | -3%
15 | C=CC[C@H]1CC(Cc2ccccc2)=C[C@H](CC=C)N1 | -4% | -10%
16 | CCCCn1c(CCC(=O)Nc2ccccc2C(C)(C)C)nc2c1c(=O)[nH]c(=O)n2CCC | 1% | -1%
17 | N#Cc1ccc(NCc2cccc(NC(=O)C3CC3)c2)nc1 | -17% | -8%
18 | Fc1ccc(Br)cc1-c1nc2cc3c(cc2[nH]1)OCCO3 | -6% | 3%
19 | Cc1ccc2nc(N3CCN(C(=O)C4COc5ccccc5O4)CC3)sc2c1 (stereo not given) | -12% | -2%
20 | COc1ccc(NC(=O)CN(C)S(=O)(=O)c2ccc3[nH]c4c(c3c2)CCCC4)cc1OC | 4% | -5%
21 | CCCCCCNC(=O)c1ccc(Nc2ccc(-c3ccccc3)nn2)cc1 | 0% | 2%
22 | COc1ccc(CNC(=O)c2cc(-c3cccs3)nc3ccccc23)c(OC)c1 | 3% | 3%
23 | COc1ccc2c(c1)c(C(C(=O)O)N1CCN(CCC#N)CC1)cn2CC(=O)O (stereo not given) | 4% | -13%
24 | Cc1ccc(CNC(=O)c2cc3cc(C)ccc3n2C)cc1 | -14% | -7%
25 | CCN(CC)C(=O)CSc1nc2sc(C)c(C)c2c(=O)[nH]1 | -8% | -5%

# Filtered by structure, the compounds so far with an aryl thioether with sulfur outside any ring.
item | smiles | AID inh | UDG counter
1 | Cc1ccc(NC(=O)c2ccc(CSc3ccc(Cl)cc3)cc2)c(C)c1 | 7% | -2%
12 | Cc1cccc(C(=O)NCc2nnc(SCC(=O)NCc3ccccc3)n2-c2ccccc2)c1 | -4% | 0%
25 | CCN(CC)C(=O)CSc1nc2sc(C)c(C)c2c(=O)[nH]1 | -8% | -5%

# Sorted by value in AID inh (largest number first): three of the compounds above.
nr | compound | AID inh
20 | COc1ccc(NC(=O)CN(C)S(=O)(=O)c2ccc3[nH]c4c(c3c2)CCCC4)cc1OC | 4%
6 | O=C(Nc1ccc(F)cc1F)c1ccc2c(=O)n3c(nc2c1)CCCCC3 | 0%
17 | N#Cc1ccc(NCc2cccc(NC(=O)C3CC3)c2)nc1 | -17%

# More structures.
item | smiles | AID inh | UDG counter
26 | CCOC(=O)c1ccccc1NC(=O)COC(=O)CC(C)(C)CC1=NS(=O)(=O)c2ccccc2N1 | -3% | 4%
27 | O=C(c1ccc(OCCN2CCCCC2)cc1)c1c(-c2ccc(O)cc2)sc2cc(O)ccc12 | u | -4%
28 | CCC1CCCCN1C(=O)c1nn(-c2ccc(C)cc2)c(=O)c2c1c1ccccc1n2C (stereo not given) | 56%[activator] | 32%[activator]
29 | CCOc1ccc(NC2SC(=O)N(Cc3ccccc3)C2=O)cc1 (stereo not given) | 8% | -4%
30 | O=c1[nH]c(SCc2ccc(F)cc2)nc2c1CCCC2 | 6% | 12%
31 | Cc1ccc(SCCNC(=S)NC2CC2)cc1 | 3% | 10%
32 | O=C(O)c1ccc(COc2ccc(Br)cc2)cc1 | -12% | 5%
33 | CCCn1c(C)cc(C(=O)COC(=O)c2nn(CCC)c(=O)c3ccccc23)c1C | -18% | 0%
34 | Cc1ccc(NC(=O)CSc2nc(C)c(Cc3ccccc3)c(=O)[nH]2)cc1C | -12% | -2%
35 | OCCCCSc1ccc(O)cc1 | -1% | -3%
36 | CCc1ccc(-c2nc(SC(C(=O)N(CC)CC)c3ccccc3)n[nH]2)cc1 (stereo not given) | -2% | 3%
37 | CCn1cc(C(=O)NCCCN2CCCC(C)C2)c(=O)c2cc(S(=O)(=O)N(C)C3CCCCC3)ccc21 (stereo not given) | u | -18%
38 | O=C(CC1CCCC1)NCc1ccncc1 | 4% | 7%
39 | O=C(CN1CCSc2ccccc21)NCc1ccccc1F | -3% | 11%
40 | Cc1ccc2nc(CSc3nnc(NC(=O)C(C)C)s3)cc(=O)n2c1 | 41%[activator] | -2%
41 | CC(=O)c1c(C)oc2c(Cl)cc(NS(=O)(=O)c3ccc(C(C)(C)C)cc3)cc12 | 6% | -4%
42 | CCCCn1c(SCC(=O)c2ccccc2)nc2c(sc3ccccc32)c1=O | 12% | -4%
43 | C=CCC(C(=O)c1ccccc1)C(=O)c1ccccc1 | -2% | 8%
44 | COc1ccc2nc(Nc3nc(CSc4ccc(C)cc4)cc(=O)[nH]3)nc(C)c2c1 | -16% | -17%
45 | Cc1c(C(=O)N2CCCC2)oc2c1-c1nn(CC(=O)NCc3ccc(OC(C)C)cc3)cc1CC2 | u | u
46 | COc1cccc(C2C(C(=O)Nc3ccc(C)cc3C)=C(C)Nc3c(C(=O)Nc4cccc(C)c4)cnn32)c1OC (stereo not given) | u | -12%
47 | Cc1nnc(NC(=O)CSc2nccn2Cc2ccccc2)s1 | 8% | -9%
48 | O=c1c2oc3ccccc3c2ncn1Cc1ccc(Br)cc1 | -2% | 6%
49 | Cc1oc(-c2ccc(C(=O)NCCN(C)C)cc2)nc1CS(=O)(=O)c1ccccc1 | -6%[57.5 µM] | -19%[57.5 µM]
50 | COc1cccc(NC(=O)Cc2csc(COc3cccc(C)c3)n2)c1 | -15% | -5%
51 | O=C(COc1ccccc1F)OCc1cc(=O)n2nc(-c3cccs3)sc2n1 | 58%[activator] | 16%
52 | Cc1ccc(-c2cc(C(=O)Oc3ccc(C#N)cc3)no2)cc1C | u | -2%
53 | CCOc1ccc(C(=O)CSc2nnc3cc(C)c4ccccc4n23)cc1 | -16% | -10%
54 | COc1cc(N2C(=O)CSC23C(=O)N(C)c2ccccc23)cc(OC)c1OC (stereo not given) | 41%[activator] | 1%
55 | CCOC(=O)COc1ccc(C)cc1C(=O)c1ccn2nc(-c3ccc(C)cc3)cc2n1 | -8% | -13%
56 | CCc1ccc(CNCCN2CCCC2)cc1 | 1% | -10%
57 | Cc1cccc(NC(=S)NCc2ccc(Cl)cc2)c1 | -16% | -13%
58 | O=S(=O)(N=C1SCCS1)c1ccccc1 | 0% | -13%
59 | CC(C)(C)CC(=O)NCCC1=CCCCC1 | 3% | -1%
60 | CCN(c1ncnc2c1cnn2-c1cc(Cl)ccc1C)C1CCCCC1 | u | u
61 | Cc1cccc(NC(=S)N(CCC(C)C)C(C)c2cccs2)c1 (stereo not given) | -14% | -3%
62 | Clc1ccc2nc(-c3ccc(Br)o3)c(Nc3ccc4c(c3)OCCO4)n2c1 | u | -16%
63 | CCOc1ccccc1N1CC(c2nc3ccccc3n2Cc2c(C)cc(C)cc2C)CC1=O (stereo not given) | 90%[activator] | -2%
64 | O=C(/C=C/c1ccc(Cl)cc1)c1ccc(Oc2ccccc2)cc1 | -8% | 0%
65 | COc1ccc(-c2c(C)oc3cc(OCC(=O)OC(C)C)ccc3c2=O)cc1OC | -2% | 3%
66 | O=S(=O)(Nc1ccc2nc(-c3cccc(Cl)c3)oc2c1)c1ccccc1 | 7% | -6%
67 | CCOC(=O)c1cc(-c2ccccc2)n(CCCC(=O)Nc2ccccc2C)c1C | -3% | 1%
68 | CC1=C(C(=O)OC(C)C(C)(C)C)C(c2ccc(Cl)cc2)NC(=O)N1 (stereo not given) | -11% | -11%
69 | Cc1nn(CC(=O)N2CCN(c3cccc(C(F)(F)F)c3)CC2)c(=O)c2cc3sccc3n12 | -4% | 1%
70 | CCc1cc2c(cc3c(=O)n(CCCC(=O)NCc4ccccc4Cl)nc(CC)n32)s1 | -17% | -6%
71 | CCOc1ccc2c(c1)C(C)=CC(C)(C)N2C(=O)Nc1ccccc1F | -4% | -4%
72 | CCN(CC)C(=O)CSCc1cccs1 | 7% | 9%
73 | CC1=C(C(=O)Nc2ccccc2)C(c2cccc(Br)c2)NC(=S)N1 (stereo not given) | 9% | 0%
74 | Cc1c(Cl)cccc1NC(=O)c1cc2sccc2n1Cc1ccc(F)cc1 | 3% | -6%
75 | COc1ccc(C(=O)Nc2cc(C(C)C)c(O)c(S(=O)(=O)c3ccc(OC)cc3)c2C)cc1 | 11% | -7%

# Part of the list above, with two lines to a compound:
# Every second line gives: AID inh	UDG counter
58: O=S(=O)(N=C1SCCS1)c1ccccc1
→ 0%	-13%
59: CC(C)(C)CC(=O)NCCC1=CCCCC1
→ 3%	-1%
60: CCN(c1ncnc2c1cnn2-c1cc(Cl)ccc1C)C1CCCCC1
→ u	u

# Next section
item | smiles | AID inh | UDG counter
76 | COC(=O)c1c(NC(=O)COc2ccc(Cl)cc2)sc(C)c1C | -8% | 3%
77 | c1ccc(CCc2nnc3sc(-c4c[nH]c5ccccc45)nn23)cc1 | -2% | -1%
78 | CCCCCCCCOC(=O)/C(C#N)=C/c1ccc(-c2ccccc2)o1 | -4% | -2%
79 | O=C(NC12CC3CC(CC(C3)C1)C2)c1ccc(F)cc1 | -1% | -2%
80 | O=C(O)CC(NS(=O)(=O)c1ccc(Cl)s1)c1ccccc1 (stereo not given) | 5% | -10%
81 | CC(=O)N1CCc2c(sc3nc(SCC(C)C)n(-c4ccc(C)c(Cl)c4)c(=O)c23)C1 | 25µM* | 79µM*
82 | COc1ccc(CCNC(=O)CN(c2ccc(C)cc2)S(=O)(=O)c2ccc(OC)cc2)cc1 | -10% | 0%
83 | N#Cc1ccc(C(=O)Nc2ccc3nc(CCc4ccccc4)[nH]c3c2)cc1 | -4% | -1%
84 | CCN1C(C(=O)c2ccccc2)=C(OC(=O)COc2ccc(C)cc2)c2ccccc2S1(=O)=O | 6% | 3%
85 | Cc1cccc(NC(=O)Cn2c(=O)nc(-c3ccccc3)c3ccccc32)c1C | 12% | -5%
86 | Cc1cccc(-n2c(SCC(=O)NC(C)c3cc4ccccc4o3)nnc2N2CCOCC2)c1 (stereo not given) | -7% | -8%
87 | CC(C)C(=O)NC(NC(=S)Nc1ccccc1)C(Cl)(Cl)Cl (stereo not given) | 3% | 11%
88 | S=C1NC2(CCCCC2)N=C1c1ccc(Cl)cc1Cl | 1% | -2%
89 | Cc1ccc(C)c(SC(C)C(=O)NC2CCCC2)c1 (stereo not given) | -7% | -3%
90 | COC(=O)/C(=C\c1ccc(OC(=O)c2ccccc2)cc1)C(C)=O | -6% | 1%
91 | Cc1nn(C)c(C)c1-c1cc(C(=O)O)c2ccccc2n1 | 6% | 5%
92 | COc1cc(C)cc(OC)c1OCc1cc(-c2ccco2)on1 | -4% | -4%
93 | Cc1ccc(OCCCN)cc1 | -6% | -10%
94 | CCCCCCCCOc1ccc(OC(=O)c2ccco2)cc1 | -4% | 12%
95 | CC1CCN(S(=O)(=O)N(C)Cc2ccc3c(c2)OCCO3)CC1 | -11% | -3%
96 | CC(=O)Nc1ccc(S(=O)(=O)N2CCC(c3ccncc3)CC2)cc1 | -11% | 0%
97 | Cc1cccc(C(=O)N(Cc2ccncc2)C2CC2)c1 | 3% | 9%
98 | CCOc1ccc(N2C(=O)c3cc(-c4ccco4)nn3CC2(C)C(=O)NC2CCCCC2)cc1 (stereo not given) | 5% | 4%
99 | CCc1cccc(NC(=O)Cn2c(-c3ccc(F)cc3)cc(C(C)=O)c2C)c1 | -12% | 23%
100 | N=C(N)c1cccc(N)c1 | -2% | -27%
101 | Cc1ccsc1/C=C(/C#N)C(N)=S | 4% | -4%
102 | O=C(NCc1cccs1)c1ccc(CSc2nc3ccncc3n2Cc2ccccc2)cc1 | -6% | -3%
103 | CCN(C(=O)CN1C(=O)COc2ccc(S(=O)(=O)N3CCOCC3)cc21)c1ccc(OC)cc1 | -7% | 5%[57.5 µM]
104 | CN1CCN(/C=C/C(=O)C(F)(F)F)CC1 | -7% | -4%
105 | CCCN1C(=O)C(O)(CC(=O)c2ccc(CC)cc2)c2cc(Br)ccc21 (stereo not given) | -10% | -7%
106 | CCc1ccc(C(=O)NCc2ccc(C#N)cc2)o1 | -7% | 1%
107 | Cn1c(=O)oc2cc(S(=O)(=O)N3CCCC(C(=O)N4CCN(c5cccc(Cl)c5)CC4)C3)ccc21 (stereo not given) | -10% | -14%

# Looked up by structure from the list above, 2 records:
item | smiles | AID inh | UDG counter
101 | Cc1ccsc1/C=C(/C#N)C(N)=S | 4% | -4%
107 | Cn1c(=O)oc2cc(S(=O)(=O)N3CCCC(C(=O)N4CCN(c5cccc(Cl)c5)CC4)C3)ccc21 (stereo not given) | -10% | -14%
